Bioassay records deposited in PubChem by several laboratories.
E-sel TNF inh – E-selectin induction blockers in HUVEC – imaging, immunofluorescence, high content, primary screen. HUVEC TNFa-induced E-selectin immunofluorescence. inhibition, % at 2 µM. 120,000 tested, 0.71% active;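 active = inhibition above the batch mean plus 3 SD, and confirmed as a hit on visual image review, cut at about 43% in these data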;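 also: 0% = TNF-stimulated DMSO wells and 100% = unstimulated control wells; not every result past the cut was called active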
bCat KO growth – primary screen for growth suppressors in beta-catenin knockout HCT116 cells (colon tumor, human); HCT116 beta-catenin knockout viability, CellTiter-Glo, 60 h; active compounds read low; viability, % at 10 µM; 140,000 tested, 1.5% active;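 active = viability at or under a set limit, the compound median less 4 SD, cut at about 6% in these data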;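 also: 0% = Hyamine 1622 control at 20 µM and 100% = untreated cell control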
GALR2 antag – GALR2 antagonists in receptor-expressing cells, primary screen; Galanin receptor type 2 (Homo sapiens), O43603; inhibition, % at 4 µM; antagonist mode; AID 828, 2007; 140,000 tested, 0.39% active; in the data active = inhibition above about 27%;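 also: cells stimulated with galanin 1-16 at roughly its EC80; 0% = agonist challenge control and 100% = basal control without agonist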
Target sequence (O43603 whole entry, looked up): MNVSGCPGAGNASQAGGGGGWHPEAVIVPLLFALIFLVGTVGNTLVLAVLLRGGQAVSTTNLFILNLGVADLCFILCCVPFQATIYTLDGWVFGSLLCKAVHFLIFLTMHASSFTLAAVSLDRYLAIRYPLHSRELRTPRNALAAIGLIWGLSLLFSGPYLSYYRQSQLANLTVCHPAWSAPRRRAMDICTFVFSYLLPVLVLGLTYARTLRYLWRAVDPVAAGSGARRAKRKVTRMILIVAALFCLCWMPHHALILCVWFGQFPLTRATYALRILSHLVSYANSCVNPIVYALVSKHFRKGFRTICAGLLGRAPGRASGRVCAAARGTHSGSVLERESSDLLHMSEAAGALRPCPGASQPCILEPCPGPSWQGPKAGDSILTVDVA
MRP-1 activ – H69AR viability gain despite doxorubicin, primary screen, MRP-1 activator project, H69AR cells, CellTiter-Glo; 140,000 tested, 0.61% active; viability increase, % at 10 µM; AID 799, 2007; viability rescue;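 active = viability gain under doxorubicin at or above a set limit, the compound median plus 3 SD, cut at about 4.7% in these data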;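 also: MRP-1 overexpressing cells given doxorubicin 25 µM after compound pretreatment; 18-22 h compound pretreatment then 72 h with doxorubicin before readout; 0% = doxorubicin-only wells and 100% = vehicle-treated cells without doxorubicin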
HCT116 PTEN-null – growth suppression of PTEN-null HCT116, primary screen, cell-based, CellTiter-Glo | HCT116 PTEN-null viability, 60 h; active compounds read low | viability, % at 10 µM | 140,000 tested, 1.2% active | AID 827, 2007;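 active = viability at or below a set limit, 4 SD under the median of all tested compounds, cut at about 3.7% in these data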;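 also: PTEN knockout HCT116 line with beta catenin targeted HCT116 as companion control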
Yeast lifespan up – compounds extending yeast replicative lifespan, primary screen, S. cerevisiae, OD615. S. cerevisiae growth with nicotinamide; deaD strain in restrictive glucose medium. inhibition of the nicotinamide effect, % at 10 µM. 130,000 tested, 0.68% active. AID 775, 2007;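 active = inhibition above a set limit, placed 3 SD over the median of all compounds, cut at about 26% in these data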;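 also: 0% = nicotinamide-treated wells and 100% = cells grown without nicotinamide; some compounds called inactive have numbers as strong as hits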
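assay system = DeaD-strain S. cerevisiae | measured by = absorbance at 615 nm | probe or stimulus = nicotinamide 1.5 mM | buffer or medium = CSMM-D glucose medium, restrictive | times = 48 h at 30 °C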
NPY Y2 blocker – NPY-Y2 receptor antagonists, primary screen, cell-based | Neuropeptide Y receptor type 2 (Homo sapiens), P49146 | NPY-Y2 expressing cells, antagonist mode | inhibition, % at 2.7 µM | 140,000 tested, 0.99% active; in the data active = inhibition above about 17%;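 also: 0% = vehicle with agonist challenge and 100% = reference antagonist with challenge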
Target sequence (P49146 whole entry, looked up): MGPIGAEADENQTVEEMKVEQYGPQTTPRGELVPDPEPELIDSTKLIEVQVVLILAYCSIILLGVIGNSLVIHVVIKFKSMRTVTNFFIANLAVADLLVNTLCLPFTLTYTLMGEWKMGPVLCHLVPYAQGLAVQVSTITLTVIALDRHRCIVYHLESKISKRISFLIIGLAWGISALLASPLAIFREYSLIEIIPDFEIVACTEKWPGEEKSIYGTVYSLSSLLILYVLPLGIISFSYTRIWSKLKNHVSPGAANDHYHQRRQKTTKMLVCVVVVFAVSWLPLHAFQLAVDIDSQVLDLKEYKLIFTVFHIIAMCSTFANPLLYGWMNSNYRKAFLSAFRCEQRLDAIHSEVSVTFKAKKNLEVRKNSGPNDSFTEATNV
Yeast growth inh – growth inhibitors of yeast BB579 in restrictive medium, primary screen, yeast lifespan-shortening project, S. cerevisiae; OD615, 48 h; inhibition, % at 10 µM; 140,000 tested, 0.51% active;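 active = inhibition above a set limit, 3 SD over the mean compound inhibition, cut at about 44% in these data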; also: inactives centre near -24
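controls = amphotericin B 10 µg/mL, positive | assay system = DeaD yeast strain BB579 | schedule = 48 h compound exposure at 30 °C after 4 h preincubation | detection = OD615 turbidity measurement | medium = restrictive CSMM-D medium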
Phagocytosis inh – inhibitors of macrophage phagocytosis, primary screen, imaging, J774A.1 cells, IgG beads. J774A.1 macrophage IgG-bead phagocytosis. 110,000 tested, 0.07% active. inhibition, % at 5 µM;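 active = inhibition above the mean of the plate negative controls plus 5 SD, cut at about 13% in these data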;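 also: phagocytic index as fraction of beads internalized from green versus red external bead signal; plate controls were DMSO negative control for no effect and cytochalasin-D positive control for full effect; some results beyond the cut were filed as inactive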
Measles CPE – compounds protecting cells from measles virus cytopathic effect, primary screen, measles RdRp inhibitor project, single point, MLSMR library, absorbance. Measles virus-infected cells, CPE protection. protection (pct of control), % at 4 µM. 140,000 tested, 1.5% active. AID 841, 2007; in the data active = protection mostly above about 24%, no sharp cut-off; inactive = mostly below about 26%; also: some compounds called inactive have numbers as strong as hits
* = called active by the depositor; nt = no result given.

SMILES	E-sel TNF inh	bCat KO growth	GALR2 antag	MRP-1 activ	HCT116 PTEN-null	Yeast lifespan up	NPY Y2 blocker	Yeast growth inh	Phagocytosis inh	Measles CPE
N#Cc1c(-c2ccccc2)nc(N2CCOCC2)[nH]c1=O	23	99	2	-2.4	99	nt	1	-6	nt	6
CCOc1ccc2c(c1)-c1c(ssc1=S)C(C)(C)N2C(=O)CSC1=NCCS1	44	59	11	-3.8	63	-1	-5	-2	nt	4
CCCc1nc(NC(C)=O)c(C#N)c(-c2ccco2)c1CC	-42	90	11	-1.9	91	-8	6	-22	0	9
COC(=O)c1cc(=O)n(-c2ccccc2)c(=Nc2ccccc2)s1	-8	26	14	-4.5	25	33*	1	-32	nt	13
CC1C=Cc2ccccc2N1C(=O)c1ccccc1 (stereo not given)	5	96	-2	-0.5	93	-14	4	-15	1	19
O=C(NCCC1=CCCCC1)c1ccc(Cl)c(S(=O)(=O)N2CCOCC2)c1	nt	55	-25	-0.8	60	-1	4	-15	1	1
CCCNC(=O)OC[C@H]1O[C@H](CCO/N=C/c2ccc(C(=O)N3[C@H](c4ccc(C)cc4)[C@@H](C)CC[C@H]3C(=O)OC)cc2)C=C[C@@H]1Oc1ccc(OC)cc1	nt	85	-5	-0.1	81	3	1	-21	nt	11
N#CCN1CCN(CCC(=O)Nc2ccc(OCc3ccccc3)cc2)CC1	2	77	-10	-1.3	91	-16	3	-16	0	15
Cc1ccc(C)c(-c2cc(C(=O)Nc3nccs3)c3ccccc3n2)c1	-1	36	-10	-2.9	33	-2	1	-21	-3	7
O=C(OCC(=O)c1cccs1)C1=COCCO1	4	103	-1	0.0	102	-9	-1	-66	nt	5
CNc1ccc(Br)cc(C(=O)/C=C/c2cccc(OC)c2OC)c1=O	12	33	2	-5.8	30	nt	2	-19	nt	6
CCc1ccc(/C(C)=N/Nc2cc(Cl)nc(C)n2)cc1	15	76	-2	7.9*	71	-21	3	18	nt	14
COc1ccc(/C(N)=N/OC(=O)Cc2ccccc2OC)cc1	14	84	-1	-2.4	91	-22	1	-16	nt	5
Cc1ccc2nc(SCc3nc4c(cnn4-c4ccccc4)c(=O)[nH]3)[nH]c2c1	2	38	-5	-5.2	38	-15	4	-55	0	7
Cc1cccc(NC(=O)c2ccoc2C)n1	5	104	-2	-1.5	92	-26	0	-46	-1	8
CCCC(=O)Nc1ccc(C(=O)NCC2CCCO2)cc1 (stereo not given)	1	102	-18	-0.6	114	-11	3	0	0	14
CN(C)c1ccc(C=Nc2ccccc2C(N)=O)cc1	nt	79	8	-3.7	69	-18	1	-43	0	6
Nc1nonc1NC(=O)NN=C1CCCCC1	nt	99	15	0.7	108	4	4	-29	nt	5
N#Cc1c(NC(=O)COC(=O)c2ccc(F)cc2)sc2c1CCC2	-8	84	-11	-3.2	83	-9	3	-42	-4	10
COc1cccc(CNCCc2c[nH]c3ccccc23)c1OCc1ccccc1F	-62	0.9*	19	-6.6	1.4*	18	16	-33	2	3
O=C(CN1C(=O)NC2(CCCCCCC2)C1=O)NC1CCCc2ccccc21 (stereo not given)	16	99	0	3.1	99	-1	3	19	-8	7
COc1ccc2nc(SCC(=O)Nc3ccc(S(=O)(=O)Nc4nccc(C)n4)cc3)[nH]c2c1	4	95	-2	-1.4	85	-9	-4	-7	-2	3
CC(C)(C)NC(=O)CSc1nnc(CN2CCCCCC2=O)n1-c1ccccn1	-15	95	12	0.5	99	1	2	-16	-1	6
Cc1ccc(OCCn2cc(/C=C3\C(=O)NN(c4ccccc4)C3=O)c3ccccc32)cc1	11	83	-1	-1.1	81	8	3	-48	-8	17
N#Cc1ccsc1NC(=O)CN1CCN(S(=O)(=O)c2ccc3ccccc3c2)CC1	6	85	5	-2.1	87	1	5	-37	-4	24
COC(=O)c1c(NC(=O)CC2Sc3ccc(C(F)(F)F)cc3NC2=O)sc(C)c1C (stereo not given)	1	84	1	-0.8	94	7	5	-57	-6	5
Cc1c(C(=O)NCc2cccnc2)oc2ccc(S(=O)(=O)N3CCCCCC3)cc12	-101	66	8	-1.2	77	0	4	-75	-6	4
OC1CC(c2ccco2)NC2(CCCCC2)C1 (stereo not given)	-16	93	5	-3.0	93	-5	1	-14	-1	12
N#Cc1ccc(NC(=O)COC(=O)C2=COCCO2)cc1	-14	98	-5	-0.4	98	-20	1	-12	1	6
CN1CCN(CC(=O)N(C)c2nc(-c3ccccc3)cs2)CC1	nt	86	14	-1.3	88	-16	7	0	3	1
CSc1nnc(Cn2c(=O)sc3ccccc32)n1-c1cccc(Cl)c1	17	107	4	-0.8	104	-17	6	-18	0	nt
CC(C)CC(=O)OCC(=O)Nc1ccccc1Sc1ccccc1	nt	91	-3	-0.6	88	3	0	-19	-7	25
CC(C)NC(=O)C1CCCN(S(C)(=O)=O)C1 (stereo not given)	-2	74	15	-1.2	70	-12	-1	-37	-1	16
C=CCn1c(SCC(=O)Nc2ccc3c(c2)OCO3)nnc1-c1cc(Br)ccc1O	-1	96	-10	-1.6	83	-4	1	-63	-2	29
CC(C)CCn1c(=S)[nH]c2ncccc2c1=O	-36	111	0	-1.5	103	6	2	0	-2	32
Cc1ccccc1NC(=O)Nc1ccccc1Br	1	55	-2	-1.0	60	-3	2	-4	1	4
COc1ccc(N2CCN(Cc3cc4c(cc3O)CCC4)CC2)cc1	17	95	-6	-2.9	107	-4	7	7	0	4
c1ccc(Nc2ncnc3sc4c(c23)CCC4)cc1	-16	104	-6	-1.9	98	-20	1	-46	nt	1
CCOC(=O)CSc1ncc(-c2ccc([N+](=O)[O-])cc2)[nH]1	nt	94	-3	0.8	96	-8	0	-7	-2	4
Cc1ncc(CO)c2c1OC(C)(C)OC2	nt	85	nt	1.2	97	nt	nt	-47	0	19
CSC1=NSC2=NC(=O)/C(=C/c3coc4ccccc4c3=O)C(=N)N12	nt	97	8	-2.0	103	8	14	68*	-4	9
CCn1c(C)nc2cc(C(=O)NNC(=S)Nc3ccccc3Cl)ccc21	3	93	9	2.0	93	0	11	-14	-7	16
O=C(c1cc2ccccc2cc1OCC(O)CN1CCCCC1)N1CCCCC1 (stereo not given)	nt	92	8	-3.2	93	-6	7	-7	1	10
O=C(Nc1nccs1)C1CCN(S(=O)(=O)c2cccnc2)CC1	nt	97	nt	-1.5	103	-2	nt	-56	1	8
COC(=O)/C(=C\Nc1ccc(Cl)cc1Cl)NC(=O)c1ccc(Cl)cc1Cl	nt	65	-5	-4.8	63	-7	4	-47	0	2
CCCc1cc(=O)[nH]c(SCC(=O)NC2CCCCC2)n1	7	100	-13	1.1	112	-4	4	-53	-1	28
Cc1ccc(CN2CN(S(=O)(=O)c3cccs3)c3nc4ccccc4nc32)cc1	-20	85	-11	-1.2	86	-13	2	-18	0	11
COCc1cc(/C=N\NC(=O)COc2ccccc2)ccc1OC	nt	107	0	-2.7	97	-4	0	-25	-3	9
Cc1cc(=O)oc2cc3c(cc12)OCCN3	nt	107	-5	-3.9	92	-27	1	-24	0	2
COc1cccc(-c2nc(N3CCC(C)CC3)c3ccccc3n2)c1O	nt	80	6	-1.5	75	-6	2	-17	-2	6
COn1c(=O)c(-c2ccc(Cl)cc2)[n+]([O-])c2ccccc21	7	84	-8	-0.4	92	-19	3	-20	0	2
Oc1ccccc1/C=N/Nc1cc(N2CCCC2)nc(N2CCCC2)n1	-6	24	2	-4.6	21	-8	3	-5	0	9
CCOC(=O)c1c(/N=C/c2ccc(C)cc2O)sc2c1CCC2	1	95	3	-2.7	104	7	7	-33	-12	12
O=C(c1ccccc1)N1CCN(CC2CC=CCC2)CC1 (stereo not given)	4	92	-24	-0.1	98	3	1	4	-1	19
Cc1ccc(NC(=S)NN2CCN(C)CC2)c(C)c1	nt	94	2	0.1	100	-1	3	1	-5	5
Cc1ccc(OCC(=O)N(Cc2ccc(N(C)C)cc2)C2CCS(=O)(=O)C2)cc1 (stereo not given)	-20	98	2	-2.4	95	-7	2	-20	-4	6
Cc1cc(C)cc(OCC(=O)Nc2cccc(C(=O)O)c2)c1	-17	88	8	0.6	91	2	0	-2	-1	89*
Cc1ccc(C)c(-n2c(SCC(=O)Nc3nonc3C)nnc2-c2ccoc2C)c1	3	99	3	-0.6	91	-10	13	3	0	5
COc1ccccc1N(CN1CCCC1=O)C(=O)c1ccccc1F	nt	114	-4	-2.1	99	-16	-1	-5	-2	10
COc1cc(NC(=O)Cn2c(-c3cncs3)nc3ccccc32)cc(OC)c1OC	-24	87	8	-3.5	86	2	0	-38	-3	8

In another format: results already given.
molecule: COn1c(=O)c(-c2ccc(Cl)cc2)[n+]([O-])c2ccccc21
- E-sel TNF inh: 7
- bCat KO growth: 84
- GALR2 antag: -8
- MRP-1 activ: -0.4
- HCT116 PTEN-null: 92
- Yeast lifespan up: -19
- NPY Y2 blocker: 3
- Yeast growth inh: -20
- Phagocytosis inh: 0
- Measles CPE: 2
molecule: Oc1ccccc1/C=N/Nc1cc(N2CCCC2)nc(N2CCCC2)n1
- E-sel TNF inh: -6
- bCat KO growth: 24
- GALR2 antag: 2
- MRP-1 activ: -4.6
- HCT116 PTEN-null: 21
- Yeast lifespan up: -8
- NPY Y2 blocker: 3
- Yeast growth inh: -5
- Phagocytosis inh: 0
- Measles CPE: 9

The list continues:
SMILES	E-sel TNF inh	bCat KO growth	GALR2 antag	MRP-1 activ	HCT116 PTEN-null	Yeast lifespan up	NPY Y2 blocker	Yeast growth inh	Phagocytosis inh	Measles CPE
Brc1c(OCCOCCn2cncn2)ccc2ccccc12	nt	109	13	0.1	108	-18	3	3	0	6
COc1cc(/C=N\n2nnnc2N)ccc1OCc1ccc(F)cc1	-32	94	8	-0.6	101	-9	6	-57	0	60*
O=C(Nc1ccccc1)Nc1nnc(Cc2ccc([N+](=O)[O-])cc2)s1	nt	78	-5	-1.8	81	7	-4	1	7	6
O=C(O)CCn1cc(/C=C2/NC(=S)N(c3ccccc3)C2=O)c(-c2ccccc2)n1	-1	93	9	-1.9	91	0	0	-45	-5	5
COc1ccc(S(=O)(=O)N(CC(=O)Nc2cccnc2)c2ccccc2OC)cc1	1	100	-7	-2.1	100	-5	3	-1	2	17
O=C1C2C3C=CC(CC3)C2C(=O)N1/N=C/c1ccc(O)cc1 (stereo not given)	-41	109	-5	-1.2	102	-6	2	-49	1	17
CC(=O)Nc1ccc(S(=O)(=O)N2CCN(C(=O)CCC3CCCC3)CC2)cc1	20	80	0	-4.2	72	-5	-3	-27	9	37
CC1Cc2ccccc2N1C(=O)CCN1C(=O)C2C3C=CC(C3)C2C1=O (stereo not given)	nt	100	2	-3.2	94	-8	2	-36	-2	4
CCCNS(=O)(=O)c1ccc(CCC(=O)NCC2CCCO2)cc1 (stereo not given)	-8	96	-4	0.3	96	-1	1	11	nt	7
COc1ccccc1NS(=O)(=O)c1ccc(C)c(C(N)=O)c1	-7	99	8	0.5	92	-10	-1	-36	1	6
